GPR151 activ – human GPR151 activation; Q8TDV0; PathHunter beta-arrestin GPR151 cells, luminescence; activation, % at 11.2 µM; 650,000 compounds, 1% hits; in the data active means activation above about 4.9%;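 further: 0% = median of compound wells and 100% = cells with positive control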
Target sequence (Q8TDV0 whole entry, looked up): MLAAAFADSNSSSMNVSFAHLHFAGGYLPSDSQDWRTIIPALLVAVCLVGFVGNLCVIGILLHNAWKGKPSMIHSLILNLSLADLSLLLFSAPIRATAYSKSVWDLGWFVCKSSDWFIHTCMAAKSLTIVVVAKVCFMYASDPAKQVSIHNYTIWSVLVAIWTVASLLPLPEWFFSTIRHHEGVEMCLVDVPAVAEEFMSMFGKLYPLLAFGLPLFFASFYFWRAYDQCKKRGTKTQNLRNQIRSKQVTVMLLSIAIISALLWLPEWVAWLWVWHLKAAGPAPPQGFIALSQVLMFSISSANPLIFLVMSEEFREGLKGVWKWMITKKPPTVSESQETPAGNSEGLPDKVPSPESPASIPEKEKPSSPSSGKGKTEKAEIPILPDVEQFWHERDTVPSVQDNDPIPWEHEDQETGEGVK
MITF primary – human MITF inhibition, primary screen | O75030 | inhibition, % at 2.6 µM | AID 1259374 | 650,000 compounds, 0.91% hits | AlphaScreen MITF homodimerization, bead proximity signal; in the data active means inhibition above about 50%;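 further: 0% = vehicle wells with protein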
FBW7 act – activators of human E3 ligase FBW7; 650,000 compounds, 0.13% hits; AID 1259310; AlphaScreen FBW7–phospho-cyclin E peptide binding, activator screen; Q969H0; normalized activity (activation), % at 26.1 µM; in the data active means normalized activity above about 1.9%;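 further: purified mutant Fbw7 with reduced substrate affinity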
Target sequence (Q969H0 whole entry, looked up): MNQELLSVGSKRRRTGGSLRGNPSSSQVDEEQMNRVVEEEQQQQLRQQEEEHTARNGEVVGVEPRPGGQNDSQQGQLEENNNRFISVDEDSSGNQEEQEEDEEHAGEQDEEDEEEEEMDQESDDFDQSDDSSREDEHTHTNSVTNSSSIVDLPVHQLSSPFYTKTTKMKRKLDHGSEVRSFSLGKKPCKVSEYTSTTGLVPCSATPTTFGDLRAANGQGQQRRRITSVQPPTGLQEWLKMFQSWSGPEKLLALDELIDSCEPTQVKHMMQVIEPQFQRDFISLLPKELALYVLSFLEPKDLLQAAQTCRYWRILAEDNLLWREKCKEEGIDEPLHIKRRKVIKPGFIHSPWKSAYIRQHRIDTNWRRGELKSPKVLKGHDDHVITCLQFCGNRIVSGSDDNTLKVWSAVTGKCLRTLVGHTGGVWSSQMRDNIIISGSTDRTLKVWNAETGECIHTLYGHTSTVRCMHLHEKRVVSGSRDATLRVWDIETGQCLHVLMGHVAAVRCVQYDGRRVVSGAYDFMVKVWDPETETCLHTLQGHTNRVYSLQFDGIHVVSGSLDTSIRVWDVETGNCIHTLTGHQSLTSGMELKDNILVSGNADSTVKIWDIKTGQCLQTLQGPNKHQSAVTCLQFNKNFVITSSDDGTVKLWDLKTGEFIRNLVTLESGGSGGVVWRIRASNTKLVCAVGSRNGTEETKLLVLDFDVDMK
TEAD-YAP block – TEAD-YAP interaction inhibition | HEK-TIYL cells, TEAD-Gal4/YAP UAS-luciferase luminescence | inhibition, % at 9.12 µM | 640,000 compounds, 1.4% hits | AID 1259422; in the data active means inhibition above about 32%;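 further: 0% = median of test compound wells and 100% = reference inhibitor wells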
Numbers without * were called inactive.

SMILES	GPR151 activ	MITF primary	FBW7 act	TEAD-YAP block
Cc1cc(C)nc(/N=C/c2c(O)cc(C)oc2=O)n1	0.7	2	0.1	-4
COc1ccc(CN2CCc3nnc(CNC(=O)c4ccccn4)n3CC2)c(OC)c1C	0.0	-9	-0.1	-6
COc1ccc(N(Cc2nnc3n2CCCCC3)C(=O)Nc2ccccc2)cc1	-2.2	4	0.1	-13
COc1ccc(NC(=O)c2ccc3c(=O)n(CC4CCCO4)c(=S)[nH]c3c2)cc1Cl (stereo not given)	0.9	5	0.2	2
COc1cc(/C=C2\SC(=O)N(c3cccc(C(=O)O)c3)C2=O)cc(OC)c1OC	-5.8	16	-0.1	4
CCCCNC(=O)c1c[nH]c2ccc(S(=O)(=O)N(C)c3c(C)cccc3C)cc2c1=O	1.7	-3	-0.2	7
COc1ccc(CNc2nc(Nc3ccc(N4CCOCC4)cc3)nc3nc[nH]c23)cc1	1.3	1	-0.1	-16
COc1cccc(NC(=O)c2ccccc2N2C(=O)C3C4C=CC(C4)C3C2=O)c1 (stereo not given)	0.4	15	0.1	-6
Cc1ccc(OCCOc2ccc(/C=C3/C(=N)N4C(c5ccccc5)=CSC4=NC3=O)cc2)cc1	-0.3	-2	-0.1	9
CS(=O)(=O)N1CCN(C(=O)c2cc(-c3ccccc3)nc3ccccc23)CC1	-0.6	-13	0.0	12
COc1ccc(S(=O)(=O)N(CCc2ccccc2)CC(=O)NN=C(C)C)cc1OC	0.3	-16	0.0	-7
c1ccc(-c2ccc(CSc3nc4ccccc4[nH]3)cc2)cc1	-1.7	-1	0.1	-27
CC1=C(C(=O)N2CCC(N3CCC(C(=O)NCC4CCCO4)CC3)CC2)OCCO1 (stereo not given)	1.5	-1	0.2	5
NC(=O)CN1CCN(CC(=O)Nc2ccccc2Cl)CC1	0.3	-2	-0.1	1
CCN(CC)CCCNc1nc(Cc2ccccc2)nc2sc3c(c12)CCCC3	-2.2	5	-0.2	-8
O=C(NCc1cccnc1)c1csc(-c2csc3ccccc23)n1	-1.7	17	0.2	15
CCOC(=O)C1=C(N)N(c2ccc(C)cc2)C2=C(C(=O)CCC2)C1c1ccc(Br)s1 (stereo not given)	3.0	-6	0.0	-6
O=C(OCCCN1CCCCC1)c1ccc(O)cc1	0.2	10	0.4	26
CCSc1nnc(CSc2nc(C)cc(C)n2)n1C	2.2	18	0.2	-12
CCOC(=O)C1(CCCc2ccccc2)CCN(C(=O)c2cscn2)CC1	0.7	7	-0.1	-17
COc1cn(CC(=O)N(C)c2ccccc2)c(CO)cc1=O	-0.5	12	0.2	5
COc1ccc(C2(c3ccc(OC)cc3OC)C=Cc3c(ccc4ccccc34)O2)c(OC)c1	-1.9	-4	0.0	2
Cc1sc(Nc2ccccc2F)nc1-c1ccccc1	0.7	4	0.1	-57
COc1ccccc1CNC(=O)c1ccc(Sc2cccc(Cl)c2)c([N+](=O)[O-])c1	0.6	17	0.1	-6
CCNC(=S)Nc1cccc2cnccc12	-1.3	4	-0.1	1

In another format: 4 of the compounds above.
COc1ccccc1CNC(=O)c1ccc(Sc2cccc(Cl)c2)c([N+](=O)[O-])c1
  GPR151 activ: 0.6
  MITF primary: 17
  FBW7 act: 0.1
  TEAD-YAP block: -6

CCOC(=O)C1(CCCc2ccccc2)CCN(C(=O)c2cscn2)CC1
  GPR151 activ: 0.7
  MITF primary: 7
  FBW7 act: -0.1
  TEAD-YAP block: -17

CCCCNC(=O)c1c[nH]c2ccc(S(=O)(=O)N(C)c3c(C)cccc3C)cc2c1=O
  GPR151 activ: 1.7
  MITF primary: -3
  FBW7 act: -0.2
  TEAD-YAP block: 7

Cc1cc(C)nc(/N=C/c2c(O)cc(C)oc2=O)n1
  GPR151 activ: 0.7
  MITF primary: 2
  FBW7 act: 0.1
  TEAD-YAP block: -4

The list goes on.
SMILES	GPR151 activ	MITF primary	FBW7 act	TEAD-YAP block
CCOc1ncccc1C(=O)NNc1ccc(S(=O)(=O)N2CCN(C)CC2)cn1	-0.3	12	0.0	5
CCCn1c(C2CC(=O)N(c3ccc(OCC)cc3)C2)nc2ccccc21 (stereo not given)	1.1	4	-0.1	2
Cc1cc2c(cc1S(=O)(=O)Nc1cccc(C)c1C)OCCN2C	-0.7	-2	-0.1	12
CCOc1ccccc1NS(=O)(=O)c1cc(C(=O)OC)n(C)c1	1.0	-2	-0.2	-1
C/C(=N\NS(=O)(=O)c1ccc(Br)cc1)c1ccc(F)cc1	-0.5	11	0.2	4
Cc1nn(-c2nc(C)c(C)c(=O)[nH]2)c(C)c1CCC(=O)N1CCCCC1C (stereo not given)	-1.2	6	-1.2	8
COc1cc(/C=C2\C(=O)N(c3ccc(Cl)c(C(=O)O)c3)N=C2C)cc(I)c1O	1.0	12	-0.4	2
COc1ccc(-n2nc3cc(C)c(NC(=O)c4ccc(C)cc4)cc3n2)cc1	-0.9	16	0.0	-4
CCOC(=O)C(=CNC12CC3CC(CC(C3)C1)C2)C(=O)OCC	0.2	4	0.1	12
Cc1nn(CC(=O)c2ccc(F)c(F)c2)c(C)c1[N+](=O)[O-]	-0.6	7	0.0	-13
Cc1cccc(N2C(N)=C(C#N)C(c3cccc([N+](=O)[O-])c3)C3=C2CCCC3=O)c1 (stereo not given)	-1.4	11	-0.2	-2
Cc1ccc(C(=O)Oc2ccccc2NC2=NS(=O)(=O)c3ccccc32)cc1	-0.5	1	0.1	-6
CCOC(=O)C1CCCN(c2c(NCCCN(C)Cc3ccccc3)c(=O)c2=O)C1 (stereo not given)	-1.4	0	0.0	6
CCOC(=O)C1CCCN(c2c(NCCCN(CC)c3ccccc3)c(=O)c2=O)C1 (stereo not given)	0.2	-6	0.0	-2
CN1CCN(C(=O)c2cccc(-c3cncc(-c4ccc(CO)cc4)n3)c2)CC1	-0.2	11	-0.1	11
COc1ccc(CCNc2ccnc(N3CCc4ccccc4C3)n2)cc1	0.2	-3	-0.1	11
Cn1cc(S(=O)(=O)N2CCc3ccccc32)cc1C(=O)NC(C)(C)C	0.6	-11	0.0	37*
CCCCOC(=O)C1=C(C)NC2=C(C(=O)CC(C)(C)C2)C1c1ccc(O)cc1 (stereo not given)	0.1	-8	-0.1	-2
CCN(CC)c1ccc(/C=N/NC(=O)CCC(=O)Nc2cccc(Cl)c2C)c(O)c1	-0.3	-4	0.1	20
COc1cc(C2/C(=C(/O)c3ccccc3)C(=O)C(=O)N2CCO)ccc1O (stereo not given)	-0.4	3	-0.1	9
O=C(NCc1cccnc1)c1ccnc(Nc2ccccc2)c1	1.1	9	0.1	-4
CCCCNCc1cc(Cl)c(OCC(N)=O)c(OC)c1	0.2	6	-0.1	7
CC(C)C(=O)Nc1nnc(-c2ccc(Cl)cc2)o1	1.5	-12	-0.1	3
O=C(CNC(=O)c1ccc(Cl)cc1)Nc1ccccc1C(F)(F)F	0.0	16	0.8	-9
COc1cc2nc(-c3ccccc3)nc(N)c2cc1OC	0.3	3	0.0	0
SMILES	GPR151 activ	MITF primary	FBW7 act	TEAD-YAP block
O=C1OC(c2ccc(F)cc2)=N/C1=C\c1cccc(Br)c1	0.7	14	0.0	0
Cc1cc(C)c(NC(=O)CSc2nc3ccc(NC(=O)CSc4nnc(-c5ccc(Cl)cc5Cl)n4C)cc3s2)c(C)c1	0.2	-3	0.0	1
N#Cc1c(NC(=O)CS(=O)(=O)c2ccc(F)cc2)sc2c1CCCC2	1.9	9	-0.1	9
O=C(c1ccccc1Cl)N1CCN(C2=NS(=O)(=O)c3ccccc32)CC1	0.1	8	1.7	6
COc1ccc(C/C(C)=N/NC(=O)c2cccnc2)cc1	-2.3	-10	0.0	-18
CCCc1cc2nnc(SCC(N)=O)n2c(N)n1	1.5	-5	0.0	-8
COc1ccccc1N(CC(=O)NC1CC1)S(C)(=O)=O	0.3	9	0.0	4
COc1ccc2[nH]c(=O)c(CN(Cc3cccnc3)C(=O)c3ccccc3)cc2c1	-0.7	5	0.0	3
CCN(CC)C(=O)C1CCCN(c2nc(Nc3ccccc3)nc(N(CC)CC)n2)C1 (stereo not given)	5.7*	3	-0.3	2
O=C(NCc1ccco1)c1cc(-c2cccc(O)c2)on1	0.0	7	0.0	-2
NC(=O)c1c(O)c2c([nH]c1=O)CCCC2	0.0	16	0.0	21
Cc1ccccc1NC(=O)C12CC3CC(CC(C3)C1)C2	-1.3	11	0.3	11
CCNC(=O)N1CCC(N2C(=O)Cc3ccccc32)CC1	1.1	9	-0.1	7
COc1ccc(OC)c(NC(=S)NCCc2c[nH]c3ccccc23)c1	0.4	5	-0.2	7
CC(=O)NNc1ccc(Cl)c(Cl)c1	-0.8	3	0.2	-6
O=C(NC1(C(F)(F)F)NC(=O)N(Cc2ccco2)C1=O)c1ccccc1F (stereo not given)	0.2	-5	-0.1	8
Cc1cccc(NC(=O)CC2CCCC2)n1	-0.6	12	0.0	-25
Cc1c(N)cccc1-c1nc2ccccc2o1	-2.8	-3	0.1	57*
COc1ccc(NC(=S)NCc2ccc(F)cc2)c(OC)c1	-1.7	24	0.5	16
Cc1cccc(NC(=O)CN2C(=O)N/C(=C\c3cc(C)n(-c4ccccc4)c3C)C2=O)c1	-1.9	10	0.4	13
O=C(Cn1nnc(-c2ccc3c(c2)OCO3)n1)Nc1ccc(F)c(F)c1	-0.8	11	1.2	-9
Cc1ccc(-c2nc3ccc(C(=O)NCCC4=CCCCC4)cc3nc2-c2ccc(C)cc2)cc1	4.1	-4	0.1	0
CCOC(=O)CCN(Cc1ccccc1)S(=O)(=O)c1ccc([N+](=O)[O-])cc1	-0.7	17	0.0	3
O=C(NCc1ccccc1)C(=O)NCc1ccccn1	1.6	6	0.1	4
O=C1NC(c2ccc(Cl)cc2)c2c1n[nH]c2-c1ccco1 (stereo not given)	0.2	-2	-0.1	-8

An excerpt from above, reduced to MITF primary, TEAD-YAP block and FBW7 act:
smiles	MITF primary	TEAD-YAP block	FBW7 act
CCCn1c(C2CC(=O)N(c3ccc(OCC)cc3)C2)nc2ccccc21 (stereo not given)	4	2	-0.1
Cc1cc2c(cc1S(=O)(=O)Nc1cccc(C)c1C)OCCN2C	-2	12	-0.1
CCOc1ccccc1NS(=O)(=O)c1cc(C(=O)OC)n(C)c1	-2	-1	-0.2
C/C(=N\NS(=O)(=O)c1ccc(Br)cc1)c1ccc(F)cc1	11	4	0.2

The list goes on.
SMILES	GPR151 activ	MITF primary	FBW7 act	TEAD-YAP block
Cc1ccc(NC(=S)N(Cc2ccccc2C)CC2CCC(C(=O)O)CC2)cc1Cl (stereo not given)	-0.5	-21	0.8	-7
O=C(O)C(c1ccccc1)C(C(=O)O)c1ccccc1 (stereo not given)	2.6	-9	-0.4	5
Cc1cccc(NS(=O)(=O)c2ccc(CC(C)C)cc2)n1	-0.8	-3	0.8	2
Cc1cc(S(=O)(=O)NCC(c2cccs2)S(=O)(=O)c2cccs2)ccc1F (stereo not given)	-0.1	16	0.3	0
CC(C)(C)OC(=O)Nc1cccc(C(=O)NCc2ccc(Cl)cc2)c1	2.0	9	-0.1	18
CCN(CC)c1ccc(C=Nc2ccc(NC(C)=O)cc2)c(O)c1	0.4	-3	0.0	10
N/C(=N\OC(=O)c1ccc(Cl)c(Cl)c1)c1ccc([N+](=O)[O-])cc1	1.2	4	0.0	1
CC1(C)CC(=O)c2c(O)cc(OCC(=O)c3ccccc3)cc2O1	-0.2	-8	-0.2	-33
CCCCNC(=O)C(=O)NCCc1ccc(OC)c(OC)c1	-1.4	17	0.5	23
COc1cc(C2CC(c3ccc(Cl)cc3)Nc3nnnn32)cc(OC)c1OC (stereo not given)	0.4	-7	-0.1	-2
O=C(CCC(=O)Nc1ccc(S(=O)(=O)N2CCCC2)cc1)Nc1ccc(S(=O)(=O)N2CCCC2)cc1	2.9	-7	0.2	-7
COc1cc(=O)n2c(c1C(=O)N1CCCC(O)C1)CCN(Cc1ccc(C)s1)CC2 (stereo not given)	-0.3	-10	-0.2	3
COc1cc(/C=C2/C(=N)N3N=C(C4CCCCC4)SC3=NC2=O)ccc1OC(=O)c1cccs1	-0.8	12	0.1	-6
COc1ccccc1NC(=O)Cn1cnc2sc(C(=O)N3CCN(c4ccc([N+](=O)[O-])cc4)CC3)c(C)c2c1=O	-0.1	5	0.0	7
CC(C)CC(NC1COCCC1(C)O)C(=O)O (stereo not given)	-1.2	9	0.9	6
COc1cccc(-c2nc(C(N)=O)c3[nH]c(=O)n(-c4ccc(C)cc4)c3n2)c1OC	-0.3	6	-0.2	-17
COc1ccccc1CN(C(C)=O)C1CC(C)(C)N(C(C)=O)C(C)(C)C1	0.9	0	0.1	4
COc1ccc(CCN(Cc2ccccn2)C(=S)Nc2ccccc2Cl)cc1OC	0.7	-11	0.0	-3
COCCN1C(=O)C(O)=C(C(C)=O)C1c1ccc(F)cc1 (stereo not given)	0.3	-2	0.5	12
Cc1cc(N(CC(=O)NC(C)C)S(C)(=O)=O)ccc1Br	-0.9	14	0.3	4
COCc1cc(C)n(CC(=O)Nc2cccc(Cl)c2)c(=O)c1C#N	-1.0	5	-0.1	-8
CCOC(=O)N1CCN(S(=O)(=O)c2ccc(C(=O)Nc3cccc(C(C)=O)c3)cc2)CC1	0.0	-20	0.1	-7
Cc1ccc(OCCOc2ccc(C=C3C(=O)NC(=O)NC3=O)cc2)cc1C	-1.3	-14	0.1	-20
Cc1cccc(N2CCN(C(=O)c3ccc(Sc4ccccc4Cl)c([N+](=O)[O-])c3)CC2)c1C	0.5	2	0.0	2
Cc1nn(-c2ccccc2)c2c1C(c1ccccc1Cl)C(C#N)=C(N)O2 (stereo not given)	-2.3	18	-1.2	-4
COc1cc(C(=O)Nc2ccc(NC(=O)c3cccs3)c(C)c2)cc(OC)c1OC	-1.5	-17	0.0	0
C#CCOc1ccc2ccccc2c1CO	-1.5	4	0.3	-7

Source: PubChem (The Scripps Research Institute Molecular Screening Center)

Compounds were not picked by outcome; any-hit rate near 3.4%.
